High-throughput results (PubChem BioAssay)
BoNT A protease – BoNT/A light chain protease inhibitors, primary screen, biochemical, flow cytometry, MLPCN library; Botulinum neurotoxin type A light chain protease (Clostridium botulinum A str. ATCC 3502); multiplex microsphere protease substrate cleavage; inhibition, % at 10 µM; 360,000 compounds, 0.17% hits; further: plate controls were buffer without enzyme for full effect and enzyme alone for no effect
PrPC TRFRET – inhibitors of human cell surface prion protein PrPC, primary screen, cell-based, TR-FRET; AID 720596, 2013; 370,000 compounds, 0.43% hits; inhibition, % at 13.8 µM; TR-FRET read-out; Major prion protein (Homo sapiens), P04156; in the data active means inhibition above about 24%; further: 0% = median of the test wells and 100% = reference compound wells
DUSP3 inh – VHR1 phosphatase inhibitors, primary screen, biochemical, absorbance, uHTS; Dual specificity protein phosphatase 3 (Homo sapiens), P51452; recombinant VHR phosphatase, pNPP absorbance; inhibition, % at 13.3 µM; 290,000 compounds, 0.52% hits; in the data active means inhibition above about 50%; further: some compounds called inactive have numbers as strong as hits
Target sequence (P51452 whole entry, looked up): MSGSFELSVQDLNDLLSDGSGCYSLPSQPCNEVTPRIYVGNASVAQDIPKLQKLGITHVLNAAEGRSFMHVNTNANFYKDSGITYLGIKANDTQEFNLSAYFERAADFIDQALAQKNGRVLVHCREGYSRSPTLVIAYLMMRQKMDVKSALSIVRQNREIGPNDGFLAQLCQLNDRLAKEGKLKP
SARS 3CLpro inh – SARS-CoV 3CLpro protease inhibitors, primary screen, biochemical, quenched FRET. 290,000 compounds, 0.14% hits. AID 1706, 2009. recombinant SARS-CoV 3CLpro, quenched FRET peptide cleavage. inhibition, % at 6 µM; in the data active means inhibition above about 12%
Anthrax LF prot – Bacillus anthracis LF protease inhibitors, primary screen, biochemical, multiplex microsphere, MLPCN library. Lethal factor (Bacillus anthracis), P15917. multiplex microsphere protease cleavage assay. inhibition, % at 10 µM. 360,000 compounds, 0.12% hits. AID 588501, 2011; further: plate controls were buffer without enzyme for full effect and enzyme alone for no effect
CCHFV vOTU inh – CCHFV vOTU protease inhibitors, primary screen, biochemical, Pep-AMC substrate, fluorescence. AID 651958, 2012. inhibition, % at 11.5 µM. 370,000 compounds, 0.55% hits; in the data active means inhibition above about 30%; further: 0% = vehicle wells with enzyme and 100% = no enzyme wells
Rv3671c inh – Rv3671c serine protease inhibitors, primary screen, biochemical, fluorescence polarization, M. tuberculosis H37Rv | P9WHR9 | inhibition, % at 5.96 µM | 320,000 compounds, 0.048% hits | AID 2606, 2010; in the data active means inhibition above about 38%;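 further: extracellular domain of Rv3671c used as enzyme; 0% = enzyme with DMSO and 100% = no enzyme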
Target sequence (P9WHR9 whole entry, looked up, the tested form may be a part): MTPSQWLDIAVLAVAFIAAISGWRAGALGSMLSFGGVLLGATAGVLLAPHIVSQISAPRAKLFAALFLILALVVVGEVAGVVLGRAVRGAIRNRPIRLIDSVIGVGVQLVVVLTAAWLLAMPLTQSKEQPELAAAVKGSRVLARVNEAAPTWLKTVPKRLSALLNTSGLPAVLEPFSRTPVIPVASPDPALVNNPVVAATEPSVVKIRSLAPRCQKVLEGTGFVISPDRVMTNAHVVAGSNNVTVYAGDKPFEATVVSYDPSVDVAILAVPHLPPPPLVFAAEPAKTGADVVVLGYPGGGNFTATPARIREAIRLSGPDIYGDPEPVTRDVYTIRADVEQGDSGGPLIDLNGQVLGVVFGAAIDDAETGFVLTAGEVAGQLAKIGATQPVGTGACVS
BoNT F protease – BoNT/F light chain protease inhibitors, primary screen, biochemical, flow cytometry, MLPCN library. Multiplex microsphere protease cleavage assay. AID 588497, 2011. 360,000 compounds, 0.22% hits. Botulinum neurotoxin type F light chain protease (Clostridium botulinum). inhibition, % at 10 µM; in the data active means inhibition above about 35%, passing the limit was not always enough; inconclusive means no clear call, values can overlap the other calls; further: plate controls were buffer without enzyme for full effect and enzyme alone for no effect
PriA SSB inh – inhibitors of Klebsiella pneumoniae PriA binding to SSB C-terminal tail, primary screen, biochemical, AlphaScreen | PriA–SSB C-terminal tail interaction (Klebsiella pneumoniae) | 430,000 compounds, 0.6% hits | inhibition, % at 33 µM | AlphaScreen SSBct-PriA binding, biotinylated peptide; in the data active means inhibition mostly above about 37%, no sharp cut-off; inactive means mostly below about 20%;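 further: plate controls were negative control peptide for no effect and reference peptide for full effect; strong numbers were not always called active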
MazEF act – activators of E. coli MazEF toxin-antitoxin RNase, primary screen, biochemical, fluorescence, uHTS | Endoribonuclease toxin MazF (Escherichia coli (strain K12)), P0AE70 | FAM/BHQ RNA-DNA oligo cleavage fluorescence, 5 h | activation, % at 20 µM | 350,000 compounds, 0.32% hits | AID 504720, 2011; in the data active means activation above about 50%
Target sequence (P0AE70 whole entry, looked up): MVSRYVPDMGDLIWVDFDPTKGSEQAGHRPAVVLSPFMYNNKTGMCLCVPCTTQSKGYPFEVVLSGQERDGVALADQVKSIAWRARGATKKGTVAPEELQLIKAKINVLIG
Starred values were filed as active, the others as inactive; ? = inconclusive; . = not tested or not shown; & = joins results of further samples. Unless noted, no stated cut-off is given here; in the data, active means inhibition above about 30%; inconclusive means no clear call, values can overlap the other calls; inactive means below that. This is a subset (hit frequency here may not be typical).

SMILES	BoNT A protease	PrPC TRFRET	DUSP3 inh	SARS 3CLpro inh	Anthrax LF prot	CCHFV vOTU inh	Rv3671c inh	BoNT F protease	PriA SSB inh	MazEF act
Cc1nc2c(C(=O)NCCC(C)C)c[nH]n2c(=O)c1Cc1ccccc1F	-0.8	8	28	-3	0	41*	-1	-7	-3	2
O=c1cc(C(F)(F)F)nc(SCc2cccc3ccccc23)[nH]1	-0.1	-2	4	9	-1	31*	-4	0	-4	3
O=C(O)COCc1nc2ccccc2s1	0.1	2	-3	-4	-6	9	-5	-2	-6&-6	0
c1cnc(-c2nnc3n2CCCCC3)cn1	-1.2	2	-26	0	-2	2	-13	0	1	5
Cc1cc(Cl)c2oc(C(=O)N(C)C3CCOC3)c(C)c2c1 (centres undefined)	-0.3	1	11	-1	2	8	5	2	-3	-1
COc1cccc(NCc2ccc([N+](=O)[O-])s2)c1	1.4	-13	2	1	-4	10	-11	-13	12	6
OC(COc1ccc(Br)cc1)CN1CCCC1 (centres undefined)	2.1	1	7	-6	-1	1	4	5	-5	4
O=C1CCCc2oc3ccc(NS(=O)(=O)c4cccc5cccnc45)cc3c21	1.1	6	10	2	-2	2	-5	-8	-8	8
COc1ccc(N2CCN(S(=O)(=O)c3ccc(-c4cnc(C5CC5)o4)cc3)CC2)cc1	-0.5	.	9	0	-2	.	-6	-2	-20	-7
O=C1Nc2c(Br)cc(Br)c3cccc1c23	0.1	-8	7	3	2	-6	-5	-5	-19	-24
COc1ccccc1C(=O)NCCC(=O)NCC1CCCO1 (centres undefined)	3.8	-4	.	.	-4	12	-1	-2	1	9
CC(C)NC(=O)c1ccc2c(=O)n(Cc3ccco3)c(=S)[nH]c2c1	0.5	1	40	0	-3	-6	5	4	-2	0
Cc1ccccc1OCCCCCCN1CCNCC1	-7.1	2	.	.	-7	-9	-4	-37	-5	8
CC(NC(=O)c1cccc(OC2CCN(C3CCN(C)CC3)CC2)c1)c1ccccc1 (centres undefined)	2.8	8	10	4	-2	-5	5	2	25	5
Nn1c(SCC(=O)NCCc2ccc(S(N)(=O)=O)cc2)nnc1C1CCCCC1	0.1	-6	.	.	-4	5	8	-3	-15	3
O=C(CSc1nnc(-c2ccc(O)cc2)n1Cc1ccco1)N1CCc2ccccc2C1	-0.3	0	25	-1	-2	-8	-1	-3	-5	8
CCCCn1c(O)c(C(C)=NCc2ccco2)c(=O)[nH]c1=O	-2.6	-1	12	-2	2	7	-10	?	2	11
O=C(NCCCN1CCN(Cc2ccccc2)CC1)C1CCN(S(=O)(=O)N2CCCC2)CC1	-0.3	4	13	3	-2	2	3	-4	3	2
O=C(COc1ncnc2c(Cl)cc(Cl)cc12)Nc1cc([N+](=O)[O-])ccc1Cl	-0.4	-1	-4	-6	-1	-18	-9	-4	2	20
COc1cc(C#Cc2c(-c3cncn3C)n(C)c3ccc(-c4ccc(OC)c(OC)c4)cc23)cc(OC)c1	0.2	-5	.	.	-5	-6	-8	5	13	-6
CCOC(=O)CSc1nc(=O)n2cccc(C)c2n1	-0.8	-6	-20	5	-10	-12	7	-3	-5	-26
CCCCNC(=O)C1CCN(S(=O)(=O)c2ccc3c(c2)CC(C)N3C(=O)C2CC2)CC1 (centres undefined)	-0.3	8	6	-1	3	0	3	6	-4	4
COc1ccccc1C(=O)NC(CCSC)C(=O)NCC(c1cccs1)N1CCOCC1 (centres undefined)	1.1	7	.	.	0	13	7	11	-4	-1
COc1cc(OC)c(S(=O)(=O)Nc2ccccc2N2CCOCC2)cc1NC(C)=O	0.0	5	20	-1	-8	-1	-9	0	-9	9
CCN1CCc2c(sc(NC(=O)c3ccc(S(=O)(=O)N(CC)c4ccccc4)cc3)c2C(N)=O)C1	-0.8	-11	19	-7	2	4	-10	3	3	-309
CCOC(=O)Cc1csc(CC(N)=O)n1	-1.5	7	21	2	-12	5	-1	-22	4	4
CCN(CC)CCCN(C(=O)c1cccc(C)c1)c1nc(-c2ccc(OC)cc2)cs1	?	-19	4	-1	-9	14	0	?	-1	-12
CC12CCC(C(=O)N3CCCCCC3)(OC1=O)C2(C)C (centres undefined)	-0.3	4	9	-1	-1	16	-4	-12	-10	0
CCN1C(=O)[C@H]2[C@H]3CN=C(SCc4ccc(C(=O)OC)cc4)N3[C@@](C)(C(=O)OC)[C@H]2C1=O	-0.2	1	.	.	-4	-1	.	-1	-3	-2
CC1=C(C#N)S(=O)(=O)C(C#N)C(c2ccccc2)C1 (centres undefined)	0.1	1	2	-1	3	2	-1	0	3	1
COc1ccc(-n2cnnc2SCC(=O)Nc2ccc(N3CCOCC3)cc2)cc1	-0.4	-5	16	-2	-6	-4	4	-9	-20	-1
Cc1ccc(Nc2cnn(C34CC5CC(CC(CC(=O)O)(C5)C3)C4)c(=O)c2Cl)cc1	-1.2	-6	-6	12*	-1	8	7	-10	-9	-4
N#Cc1c(N2CCN(c3ccc(F)cc3)CC2)nc(N)c2c(N)nc3c(c12)CC(=O)N3C1CC1	-0.1	-9	-5	-1	-4	1	.	-4	1	-2
CCOC(CNc1cc(C)nc2c(-c3ccccc3OC)c(C)nn12)OCC	-2.3	2	27	-8	3	0	-2	10	0	-3
Nc1ccc(CCC(=O)N2CCCC2)cc1	-1.1	-8	27	2	-8	-14	.	-19	-7	-11
CCCNC(=O)CCn1nc(-c2ccc(Cl)cc2)c2ccccc2c1=O	3.6	5	18	-2	4	-7	4	16	-5	-8
CCc1cccc(NS(=O)(=O)c2c(C)nc3scc(C)n3c2=O)c1	-1.9	-8	31	1	-3	24	0	-23	-14	17
CN(C)S(=O)(=O)c1cccc(-n2sc3ccccc3c2=O)c1	33*	-14	15	-4	-6	-2	8	-1	15	-14
CC(=O)Nc1ccc(N=NC2C(=O)N(C(N)=S)N=C2C)cc1 (centres undefined)	-1.1	-30	12	-1	-14	12	-35	-37	6	5
O=C(O)c1cccc(-c2nc3ccccc3[nH]2)c1	-0.2	-8	-5	3	-2	-4	8	-2	1	-9
COc1cccc2c(=O)c(C(=O)NCc3cccs3)c[nH]c12	-0.4	23	10	-3	2	-34	-8	5	-15	11
COCCn1c(SCC(=O)Nc2cc(C)on2)nc2c(c1=O)SCC2	2.4	0	18	2	-2	0	-5	10	10	0
CCOc1ccc(S(=O)(=O)N2CCN(C(=O)c3ccc(Cl)c(S(=O)(=O)N4CCOCC4)c3)CC2)cc1	-1.8	-6	.	.	-8	8	.	3	-23	14
CCOC(=O)C1CCCN(Cc2ccc(OCc3ccccc3)cc2)C1 (centres undefined)	-2.9	2	26	5	-1	-8	12	?	-12	-2
O=C(COc1ccccc1/C=C1\SC(=O)NC1=O)Nc1ccccc1	-0.9	0	4	-3	-1	13	-5	-13	2	-3
Cc1ccc(C)c(NC(=O)CN(C)C(=O)c2cc(-c3cccs3)nn2-c2ccccc2)c1	2.6	10	34	-2	-1	6	-7	8	2	2
O=C(NCCc1csc(-c2cccc(F)c2)n1)c1ccco1	-1.7	15	-20	-1	-4	10	7	-7	-2	6
Cc1cc(NC(=O)CN(C)C)c([N+](=O)[O-])cc1C	-1.0	-11	2	-1	-4	-4	-5	-4	3	2
CN(Cc1ccccc1F)Cc1cc(=O)oc2cc(O)c(Cl)cc12	-2.6	-3	36	-2	10	-158	-1	2	-12	-2
O=[N+]([O-])c1cccc(C=NN=C2c3ccccc3-c3ccccc32)c1	0.1	-6	.	.	-4	19	.	-5	.	-4
CCCCC1CCC(C(=O)N(CC(C)C)c2c(N)n(Cc3ccccc3)c(=O)[nH]c2=O)CC1 (centres undefined)	.	-5	.	.	.	-1	0	.	0	-21
COc1cccc(OCC(O)CN2CCN(c3ccc(Cl)cc3)CC2)c1 (centres undefined)	-4.3	6	3	1	17	6	1	12	-19	8
Cc1cc(C)nc(NC2=NCC(=O)N2c2ccc3c(c2)OCCO3)n1	-1.5	3	-5	-7	-1	-2	4	-9	4	2
COc1ccc(/C=C(\C#N)C(=O)N2CCOCC2)cc1Br	0.7	2	23	-5	-6	-12	2	-1	-1	5
COc1ccc(-n2nnnc2C(c2cccc(OC)c2OC)N2CCN(C/C=C/c3ccccc3)CC2)cc1 (centres undefined)	-0.4	-7	.	.	7	1	.	4	.	.
COCCn1c(SCc2ccc(F)cc2)nc2c1c(=O)[nH]c(=O)n2C	-2.8	6	22	0	9	8	2	-10	-4	-37

Complete entries as entered above:
Cc1cc(C)nc(NC2=NCC(=O)N2c2ccc3c(c2)OCCO3)n1 as listed: BoNT A protease = -1.5; PrPC TRFRET = 3; DUSP3 inh = -5; SARS 3CLpro inh = -7; Anthrax LF prot = -1; CCHFV vOTU inh = -2; Rv3671c inh = 4; BoNT F protease = -9; PriA SSB inh = 4; MazEF act = 2
O=C(NCCc1csc(-c2cccc(F)c2)n1)c1ccco1 as listed: BoNT A protease = -1.7; PrPC TRFRET = 15; DUSP3 inh = -20; SARS 3CLpro inh = -1; Anthrax LF prot = -4; CCHFV vOTU inh = 10; Rv3671c inh = 7; BoNT F protease = -7; PriA SSB inh = -2; MazEF act = 6

A draw from above in order of SMILES length, high to low:
SMILES	BoNT A protease	PrPC TRFRET	DUSP3 inh	SARS 3CLpro inh	Anthrax LF prot	CCHFV vOTU inh	Rv3671c inh	BoNT F protease	PriA SSB inh	MazEF act
CCOc1ccc(S(=O)(=O)N2CCN(C(=O)c3ccc(Cl)c(S(=O)(=O)N4CCOCC4)c3)CC2)cc1	-1.8	-6	.	.	-8	8	.	3	-23	14
COc1ccc(-n2nnnc2C(c2cccc(OC)c2OC)N2CCN(C/C=C/c3ccccc3)CC2)cc1 (centres undefined)	-0.4	-7	.	.	7	1	.	4	.	.
CCCCC1CCC(C(=O)N(CC(C)C)c2c(N)n(Cc3ccccc3)c(=O)[nH]c2=O)CC1 (centres undefined)	.	-5	.	.	.	-1	0	.	0	-21
Cc1ccc(C)c(NC(=O)CN(C)C(=O)c2cc(-c3cccs3)nn2-c2ccccc2)c1	2.6	10	34	-2	-1	6	-7	8	2	2
O=[N+]([O-])c1cccc(C=NN=C2c3ccccc3-c3ccccc32)c1	0.1	-6	.	.	-4	19	.	-5	.	-4
COCCn1c(SCc2ccc(F)cc2)nc2c1c(=O)[nH]c(=O)n2C	-2.8	6	22	0	9	8	2	-10	-4	-37
O=C(COc1ccccc1/C=C1\SC(=O)NC1=O)Nc1ccccc1	-0.9	0	4	-3	-1	13	-5	-13	2	-3
CCOC(=O)C1CCCN(Cc2ccc(OCc3ccccc3)cc2)C1 (centres undefined)	-2.9	2	26	5	-1	-8	12	?	-12	-2
Cc1cc(NC(=O)CN(C)C)c([N+](=O)[O-])cc1C	-1.0	-11	2	-1	-4	-4	-5	-4	3	2
COc1ccc(/C=C(\C#N)C(=O)N2CCOCC2)cc1Br	0.7	2	23	-5	-6	-12	2	-1	-1	5
O=C(NCCc1csc(-c2cccc(F)c2)n1)c1ccco1	-1.7	15	-20	-1	-4	10	7	-7	-2	6
